High-throughput results (PubChem BioAssay)
IEC-6 cytotox = cytotoxicity in IEC-6 intestinal epithelial cells, primary screen, cytotoxicity control for KLF5 inhibitor project, cell-based, luminescence | AID 1825, 2009 | actives 0.78% (n = 290,000) | inhibition, % at 5 µM | IEC-6 cytotoxicity, luminescence viability; in the data active = inhibition above about 22%;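 note: 0% = plate median of test compound wells and 100% = cytotoxic reference compound wells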
GSK3B inh = human GSK3beta kinase inhibitors, primary screen, biochemical, cell-free homogeneous, HTS; GST-GSK3beta kinase, ADP-Glo luminescence, 60 min; stronger effect = lower value; Glycogen synthase kinase-3 beta (Homo sapiens), P49841; actives 0.038% (n = 300,000); activity score (negative = inhibition), % at 10 µM;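 active = more than half of replicate wells score below -50%, meaning over 50% inhibition versus plate controls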;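 note: 0% = median DMSO wells and -100% = median GW8510 positive control wells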
Target sequence (P49841 whole entry, looked up): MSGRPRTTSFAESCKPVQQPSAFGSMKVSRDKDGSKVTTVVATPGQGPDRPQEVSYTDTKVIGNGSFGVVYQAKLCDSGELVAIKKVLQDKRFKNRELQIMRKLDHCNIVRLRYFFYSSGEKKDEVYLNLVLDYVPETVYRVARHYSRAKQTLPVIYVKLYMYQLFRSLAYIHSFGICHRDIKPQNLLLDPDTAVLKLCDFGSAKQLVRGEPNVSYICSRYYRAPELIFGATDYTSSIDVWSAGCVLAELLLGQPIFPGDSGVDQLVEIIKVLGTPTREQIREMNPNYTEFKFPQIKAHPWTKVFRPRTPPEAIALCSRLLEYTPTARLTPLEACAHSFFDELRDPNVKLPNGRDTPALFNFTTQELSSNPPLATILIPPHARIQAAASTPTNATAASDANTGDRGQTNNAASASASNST
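Assay system: GST-tagged human GSK3beta kinase, cell-free; Input: 1.6 ng GSK3beta; Medium: Tris/MgCl2 kinase buffer; Timing: 60 min enzyme reaction, room temperature; Signal: ADP-Glo luminescence quantifying ADP generated by kinase; Evaluation: score relative to plate controls; Benchmarks: DMSO neutral wells and GW8510 at 20 µM as positive.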
HSP90 inh = HSP90 inhibitors, primary screen, cell lysate, luminescence | Heat shock protein HSP 90 (rabbit reticulocyte lysate; luciferase refolding) | Rabbit reticulocyte lysate, luciferase refolding luminescence, 3 h | inhibition, % at 5.6 µM | actives 0.91% (n = 290,000) | AID 1789, 2009;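 active = inhibition above the screen-wide mean plus 3 SD, computed separately per campaign, cut at about 16% in these data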;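 note: 0% = DMSO wells and 100% = 60 µM geldanamycin wells; inhibitors lower the luminescence because luciferase stays unfolded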
PolyA inhibitor = polyadenylation inhibitors in yeast reporter cells, primary screen, luminescence, S. cerevisiae; S. cerevisiae SKY197-pL101 polyadenylation reporter, beta-gal luminescence; efflux-impaired pdr1/pdr3 knockout yeast; score 100 = 6 SD above DMSO; AID 1875, 2009; actives 0.02% (n = 300,000); calls only at 12 µM;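 active = lowest replicate activity score at least 50, where 100 means six control SD above control mean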;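 note: yeast exposed to compound for 9 h at 30 °C; higher score means more reporter readthrough which indicates perturbed polyadenylation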
AI-2 QS modul = Vibrio harveyi AI-2 quorum sensing modulators, primary screen, JMH597 strain, luminescence/OD600 ratio; Vibrio harveyi JMH597 AI-2 luminescence/OD600 ratio, 9 h; stronger effect = lower value; strain lacks LuxN and CqsS sensors; 0 = neutral-control median; activity change, % at 7.5 µM; actives 0.4% (n = 300,000); AID 2094, 2009; in the data active = activity change below about -75%, passing the limit was not always enough;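 note: luminescence divided by OD600 gain over 9 h not by final OD600 alone; inactives centre near 13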
GSK3 alpha inh = blockers of GSK3A enzyme activity – biochemical, luminescence, cell-free homogeneous, HTS, primary screen. Glycogen synthase kinase-3 alpha (Homo sapiens), P49840. GSK-3 alpha kinase, ADP-Glo luminescence, 60 min. inhibition, % at 10 µM. actives 0.1% (n = 320,000);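 in the data active = inhibition above about 50%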;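 note: GST-tagged GSK-3 alpha with peptide substrate and 25 µM ATP; 0% = DMSO neutral wells and 100% = GW8510 positive control wells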
Target sequence (P49840 whole entry, looked up): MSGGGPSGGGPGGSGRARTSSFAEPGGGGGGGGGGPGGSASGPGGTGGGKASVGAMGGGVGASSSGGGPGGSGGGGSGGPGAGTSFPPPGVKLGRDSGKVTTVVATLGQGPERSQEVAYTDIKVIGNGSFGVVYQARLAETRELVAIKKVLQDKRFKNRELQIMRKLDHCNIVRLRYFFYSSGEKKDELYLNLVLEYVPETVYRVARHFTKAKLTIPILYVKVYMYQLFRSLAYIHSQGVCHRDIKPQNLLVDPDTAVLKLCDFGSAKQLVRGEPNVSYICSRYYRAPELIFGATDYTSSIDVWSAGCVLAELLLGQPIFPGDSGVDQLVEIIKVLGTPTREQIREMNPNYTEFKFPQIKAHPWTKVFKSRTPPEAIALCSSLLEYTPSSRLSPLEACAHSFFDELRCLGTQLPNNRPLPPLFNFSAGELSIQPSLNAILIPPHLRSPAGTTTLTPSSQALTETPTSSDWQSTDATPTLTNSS
HSF-1 act = HSF-1 activators, primary screen, NIH3T3-HGL cells, MG132 stress, luminescence, single point. NIH3T3-HGL HSF-1 luciferase reporter, 8 h; 100% = twice DMSO control signal. AID 504408, 2011. actives 1.7% (n = 300,000). activation, % at 9 µM;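 active = mean replicate activation of at least 50% with a set share of replicates each reaching 50%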;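 note: 0% = median of the neutral control wells and 100% = twice that signal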
KLF5 inh = KLF5 expression inhibitors, primary screen, DLD-1 cells, luminescence; DLD-1 KLF5 promoter-luciferase reporter; inhibition, % at 5 µM; actives 0.23% (n = 290,000); AID 1700, 2009;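 active = inhibition above a per-plate limit of that plate's mean compound inhibition plus 3 SD, cut at about 60% in these data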;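 note: 0% = DMSO wells and 100% = LY294002 at 200 µM; higher means less KLF5 promoter-driven luciferase light; inactives centre near -14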
HSF1 inhib = HSF1 inhibitors in luciferase reporter cells, primary screen, cell-based, NIH3T3, luminescence. NIH3T3-HGL HSE-luciferase, MG132-induced, luminescence 8 h; stronger effect = lower value. activity change, negative = inhibition, % at 7.5 µM (by protocol). actives 0.77% (n = 300,000);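 active = more than half of replicate wells show activity change below -50%, luminescence cut by over half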;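 note: luciferase reports HSF-1 transcriptional activity via heat shock element; 0% = median of DMSO wells and -100% = zero luminescence signal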
aSyn UTR inh = MLPCN primary screen, SNCA 5' untranslated region; alpha-synuclein 5'UTR reporter, inhibitor activity; inhibition, % (tested at 7.5 µM); actives 0.82% (n = 300,000); in the data active = inhibition above about 60%;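 note: H4 neuroglioblastoma cells stably carrying SNCA 5'UTR luciferase fusion; 0% = DMSO wells and 100% = positive control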
* hit, by the source's call; i = inactive; . = not tested or not shown. These rows are one share of the data (hit frequency here may not be typical).

SMILES	IEC-6 cytotox	GSK3B inh	HSP90 inh	PolyA inhibitor	AI-2 QS modul	GSK3 alpha inh	HSF-1 act	KLF5 inh	HSF1 inhib	aSyn UTR inh
CC1CCCCC1NC(=O)COC(=O)c1cc(=O)c2ccccc2o1 (centres undefined)	-1.1	1.3	-0.9	i	42.1	-0.7	3.7	-43.7	-3.4	-11.2
CC(C)(C)OC(=O)N[C@@H](CC(=O)OCc1ccccc1)C(=O)O	-7.2	-2.8	0.8	i	-15.8	4.5	5.3	-23.4	1.3	30.1
Cc1cc(OCCOCCNC(C)C)cc(C)c1Cl	4.7	-1.3	5.0	i	4.4	2.0	1.7	11.5	-5.6	-0.1
Cc1ccc(CNC(=O)Cc2ccc(NC3=NC4CS(=O)(=O)CC4S3)cc2)cc1 (centres undefined)	-1.3	0.8	-4.1	i	26.6	-2.3	-6.1	-26.9	-1.1	9.2
CCn1cc(CN2CCCC(C(=O)c3ccc(-c4ccccc4)cc3)C2)cn1 (centres undefined)	-0.7	-4.3	0.1	i	12.0	-0.5	5.4	-22.0	13.2	-6.7
COc1ccc(S(=O)(=O)N(CCc2ccccc2)CC(=O)O)cc1Cl	-0.2	0.4	-2.6	i	10.0	.	-0.5	-16.6	-14.9	4.9
O=C(CCSc1ccccc1)NCC1CCCO1 (centres undefined)	-9.6	0.0	-1.9	i	-3.0	-23.2	9.0	-2.8	2.8	15.9
COc1cc(C)nc(N2CCC(C(=O)NCC3CCCO3)CC2)n1 (centres undefined)	.	2.5	.	i	5.9	-1.6	-0.2	.	-1.7	10.5
Cc1ccc(C(=O)OCC(=O)NCc2cccs2)cc1S(=O)(=O)N1CCOCC1	-1.3	2.3	0.1	i	4.0	-2.6	15.4	-24.3	-1.1	0.2
O=C(NCc1ccccn1)c1cc(-c2ccc(Cl)cc2)oc1C(F)(F)F	1.9	2.5	-6.2	i	14.5	-1.4	0.9	-20.2	2.5	-17.6
CCOC(=O)C1=C(C)Nc2sc(C(=O)c3ccc(Br)cc3)c(N)c2C1c1ccc(C(=O)OC)cc1 (centres undefined)	-0.4	-3.1	-0.4	i	5.8	0.4	0.1	-23.1	-7.2	24.6
Cc1ccc2cc(C#N)c(N3CCCN(C(=O)C4CCCO4)CC3)nc2c1 (centres undefined)	6.8	-1.0	1.2	i	38.8	-3.2	-15.8	-6.2	4.9	5.4
O=C(Nc1ccccn1)c1cccc(S(=O)(=O)N2CCCCC2)c1	6.5	-1.3	0.6	i	21.2	-1.2	-10.9	-13.9	3.1	-28.7
COCCCNC(=O)c1sc2ncn(CC(=O)Nc3ccc(C)c(Cl)c3)c(=O)c2c1C	5.5	-29.7	2.3	i	3.4	3.6	3.1	8.9	-5.1	7.9
Cc1cc(-c2ccccc2)cc(-c2ccccc2)[n+]1C	3.6	1.4	-0.7	.	1.8	-2.4	.	-6.0	.	.
Cc1cc(C)c(C(=O)CSc2n[nH]c(-c3ccncc3)n2)c(C)c1	-0.3	-0.8	3.3	i	12.5	0.3	-10.6	-4.2	2.3	4.1
CCCCCCn1c(N2CCC(C(N)=O)CC2)nc2c1c(=O)[nH]c(=O)n2C	-2.6	-0.7	-1.6	i	1.1	0.3	-1.8	20.7	2.2	-4.4
O=C(Nc1ccc(C(=O)O)cc1)/C(=C\c1ccc2c(c1)OCO2)NC(=O)c1ccccc1	-1.6	3.2	-4.1	i	32.1	-0.4	-12.4	-3.2	-0.7	12.4
COCCn1c(C)c(C(=O)O)sc1=S	2.6	-1.8	-0.2	i	27.7	-2.4	1.3	-20.2	-1.7	11.2
Cc1ccc(S(=O)(=O)N2N=C3CCCCC3C2(O)C(F)(F)F)cc1 (centres undefined)	4.1	2.6	9.5	i	22.5	4.3	-5.8	-24.2	-1.5	-15.6
COc1ccc(NC(=O)CN2C(=O)/C(=C3\SC(=S)N(C4CCS(=O)(=O)C4)C3=O)c3ccccc32)cc1 (centres undefined)	-8.8	2.3	2.8	i	14.1	3.5	3.3	-21.0	3.7	-25.4
O=C(NC(Cc1ccccc1)C(=O)O)/C(=C\c1ccccc1)NC(=O)c1ccco1 (centres undefined)	-0.8	4.2	3.6	i	6.2	-1.0	-25.2	2.1	-7.0	-5.2
CCOC(=O)c1c(NC(=S)Nc2ccccc2)sc2c1CCN(CC)C2	-6.3	-2.6	2.5	i	9.9	-0.8	-5.3	-12.0	-2.8	-17.1
COc1ccccc1-n1c(SCC(=O)N2CCc3ccccc32)nc2c(c1=O)SCC2	-1.5	-2.6	-0.8	i	26.3	-2.4	34.4	-24.1	7.6	4.5
Cc1ccc(Cl)cc1N1CCN(C(=O)C2CCN(S(=O)(=O)c3cccnc3)CC2)CC1	4.1	3.2	5.9	i	27.2	0.1	9.4	1.4	-2.0	21.2
CCOc1cccc(C2C(C(=O)c3cccs3)=C(O)C(=O)N2Cc2cccnc2)c1 (centres undefined)	2.9	2.9	-0.4	i	15.2	-0.1	3.9	-31.8	3.7	9.4
CS(=O)(=O)N1CCN(c2cnn(-c3ccccc3)c(=O)c2Cl)CC1	1.3	-3.0	-0.4	i	4.7	9.0	-6.1	-20.2	-4.9	-40.8
COc1ccccc1Nc1nc(N)nc(CN2CCOCC2)n1	6.8	3.2	-1.9	i	13.6	0.5	-15.3	-15.6	1.6	20.3
CO/N=C(/CNC(=O)c1cccc(Cl)c1)c1ccc(Cl)cc1	-2.3	1.0	-0.6	i	17.3	-0.8	-2.7	-11.8	-6.5	18.0
COc1ccc2cc(C(=O)N3CCCCCC3)sc(=O)c2c1OC	7.1	-3.7	-1.4	i	13.6	0.5	-26.7	-16.1	-10.8	-3.8
CCC(=O)NC(=S)Nc1ccc(NC(=O)c2ccc(Br)o2)cc1	-0.8	-1.6	3.2	i	21.7	-1.1	27.6	-20.1	2.8	-22.7
O=C1CCC(C(=O)N(CCO)Cc2ccccc2)CN1CCCN1CCOCC1 (centres undefined)	8.9	-1.6	-0.6	i	14.2	-2.5	2.0	14.7	2.7	-4.2
Cc1onc(-c2ccccc2)c1C(=O)N1CCc2ccccc21	-1.2	-4.9	-0.6	i	5.6	-3.9	46.9	-13.5	8.3	-6.2
Cc1ccc(C)c(N2CCN(C(=O)c3ccc4nc(N5CCOCC5)sc4c3)CC2)c1	-3.9	2.9	3.4	i	52.6	-0.1	12.2	0.1	1.9	-3.9
Cc1ccc(S(=O)(=O)Nc2cccc(C(=O)NCCCn3ccnc3)c2)cc1F	.	3.8	.	i	2.7	-1.4	5.0	.	-3.8	4.8
COc1cccc(CN2CCNC(=O)C2CC(=O)N(C)C2CCCCC2)c1OC (centres undefined)	-12.1	1.2	-0.7	i	13.0	-2.5	-3.5	0.4	-2.9	14.8
O=C(Cn1nnc(-c2ccccc2Cl)n1)NCc1ccc2c(c1)OCO2	2.0	-0.9	-0.6	i	5.9	-1.1	-5.8	-8.9	3.4	-26.9
CC1CN(CC(=O)Nc2cc(S(=O)(=O)N3CCCC3)ccc2Cl)CC(C)O1 (centres undefined)	-1.8	-0.7	2.8	i	0.6	.	4.5	9.2	-7.2	20.8
CC(=O)c1ccc(NC(=O)CN2C(=O)COc3ccc(Cl)cc32)cc1	0.7	-0.5	-1.2	i	25.5	-2.4	-53.1	-52.0	-44.2	27.1
Cc1occc1C(=O)Nc1ccc(S(=O)(=O)N2CCCC2)cc1	5.7	-1.6	0.5	i	21.3	1.2	-6.9	-21.9	5.5	4.8
CCc1ccc(/C=C2\Oc3cc(OC(=O)N4CCOCC4)ccc3C2=O)cc1	0.4	1.4	-3.1	i	14.7	-2.6	-81.1	-10.2	-75.8*	-11.4
COc1cccc(C2NC(=S)NC(C)=C2C(=O)c2ccccc2)c1OC (centres undefined)	68.3*	-1.5	0.5	i	-5.2	0.8	-7.6	55.4	8.6	16.3
COC(=O)COC(=O)c1ccc(Oc2nc(OC)nc(N(C)C)n2)cc1	-4.5	-1.6	3.2	i	12.3	0.5	-10.4	-33.2	-7.5	6.2
Oc1ccccc1/C=N/Nc1nc2ccccc2o1	9.9	3.9	2.4	i	32.1	-4.0	48.3	23.0	27.3	31.3
CCOC(=O)c1csc(NC(=O)c2cccs2)n1	3.3	1.8	-2.1	i	19.0	2.9	27.9	-147.5	16.4	-108.5
Cc1c(NC(=O)CN2C(=O)NC(C)(c3ccccc3)C2=O)c(=O)n(-c2ccccc2)n1C (centres undefined)	-2.2	1.2	-0.4	i	-1.5	-2.0	-7.2	-21.3	-3.6	-11.5
O=C(Cn1nnc(-c2ccc(OCc3ccccc3F)cc2)n1)N1CCOCC1	-9.6	-22.3	-3.4	i	27.7	-1.3	15.7	-54.9	13.7	-69.8
CC(C)(C)NC(=O)CN(Cc1cccs1)C(=O)CCN1CCc2ccccc21	-0.1	1.7	0.0	i	5.2	-0.3	33.9	-14.1	9.8	2.8
C(=N\NCc1ccccc1)/c1ccc2nccnc2c1	0.0	-1.5	1.8	.	-46.2	-3.0	15.2	-149.7	5.6	-106.3
Cc1nnc(SCC(=O)c2cc(C)n(C3CC3)c2C)s1	-6.2	1.0	-2.6	i	17.6	.	46.8	-98.6	9.8	-146.5
O=C(CSc1ncn[nH]1)Nc1ccnc2ccccc12	-5.0	-0.1	-0.6	i	21.1	1.3	-8.6	-2.2	-9.4	0.7
C=CCSc1nc2c(c(=O)[nH]c(=O)n2C)n1Cc1ccccc1	-1.8	-0.8	-1.4	i	20.3	-3.8	-0.3	-36.5	2.3	34.6
COc1cccc(-c2cc(C(=O)NC3CCCC3)c3ccccc3n2)c1	.	4.0	.	i	11.8	-0.7	14.2	.	13.2	3.8
C=CCn1c(SCC(=O)N2CCN(c3ccc(F)cc3)CC2)nnc1-c1ccco1	0.4	1.9	-3.0	i	13.1	-1.5	5.7	18.2	2.7	-8.2
COc1cc([N+](=O)[O-])ccc1NC(=O)CCCOc1ccccc1	0.5	-1.6	-1.4	i	5.1	-4.0	8.0	-29.3	-3.4	-5.2
